OXTR potentiate: human OXTR potentiators, primary screen, fluorescence, CHO-OTR cells, Fluo-8 calcium; actives 0.061% (n = 320,000); activation, % at 3 µM; Fluo-8 calcium fluorescence, potentiator mode; 0% = oxytocin EC15, 100% = EC100; Oxytocin receptor (Homo sapiens), P30559;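 active = activation above that plate's cutoff, the mean activation of tested compounds plus 3 SD, cut at about 6.6% in these data, passing the limit was not always enough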;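 note: 100% uses oxytocin at 75 nM as the full agonist control; some results filed as inactive read as strong as hits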
Target sequence (P30559 whole entry, looked up): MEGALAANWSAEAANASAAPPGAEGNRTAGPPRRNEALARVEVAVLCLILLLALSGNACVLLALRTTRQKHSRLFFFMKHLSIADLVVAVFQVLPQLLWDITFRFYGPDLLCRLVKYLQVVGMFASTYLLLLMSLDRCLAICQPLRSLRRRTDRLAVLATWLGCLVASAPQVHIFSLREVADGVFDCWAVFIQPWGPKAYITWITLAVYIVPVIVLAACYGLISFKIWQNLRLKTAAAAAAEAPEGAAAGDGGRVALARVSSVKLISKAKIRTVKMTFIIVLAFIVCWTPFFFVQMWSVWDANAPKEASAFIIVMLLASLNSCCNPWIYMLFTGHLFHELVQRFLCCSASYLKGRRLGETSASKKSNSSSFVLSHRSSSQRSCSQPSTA
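Measured by – Fluo-8 calcium dye fluorescence · Test system – human OTR in CHO cells · Dosing – one concentration, 3.0 µM compound · Controls – EC15 oxytocin alone as 0%, 75 nM oxytocin as 100% · Evaluation – normalized max/min fluorescence ratio, % activation · Timing – 6 min pre-incubation, 100 s read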
CHRM1 agonist: human M1 muscarinic receptor agonists, primary screen, Fluo-8 calcium fluorescence, CHO-K1 cells, HTS; activation, % at 3 µM; CHO-K1 hM1, agonist mode; 0% DMSO, 100% acetylcholine EC100; actives 0.33% (n = 360,000); AID 588814, 2011; Muscarinic acetylcholine receptor M1 (Homo sapiens), P11229;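 active = activation above the run's mean compound activation plus 3 SD, cut at about 16% in these data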;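 note: peak over basal fluorescence ratio within a 140 s kinetic read after compound addition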
Target sequence (P11229 whole entry, looked up): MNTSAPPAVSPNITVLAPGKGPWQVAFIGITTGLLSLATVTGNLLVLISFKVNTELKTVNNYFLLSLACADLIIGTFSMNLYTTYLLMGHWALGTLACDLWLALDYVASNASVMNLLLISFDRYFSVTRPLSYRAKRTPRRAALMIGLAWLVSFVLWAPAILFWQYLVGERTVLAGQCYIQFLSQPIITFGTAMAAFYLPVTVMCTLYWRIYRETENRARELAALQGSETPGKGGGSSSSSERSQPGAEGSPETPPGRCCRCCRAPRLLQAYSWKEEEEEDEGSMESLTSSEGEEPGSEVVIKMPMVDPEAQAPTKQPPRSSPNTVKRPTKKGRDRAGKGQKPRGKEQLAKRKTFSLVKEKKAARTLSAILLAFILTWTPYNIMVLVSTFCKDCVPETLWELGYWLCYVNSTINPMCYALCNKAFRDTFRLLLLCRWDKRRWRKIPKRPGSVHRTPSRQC
CHRM1 PAM: human M1 muscarinic receptor positive allosteric modulators, primary screen, CHO-K1 cells, Fluo-8 calcium fluorescence, 1536-well; actives 0.088% (n = 360,000); AID 588819, 2011; Muscarinic acetylcholine receptor M1 (Homo sapiens), P11229; CHO-K1 hM1, ACh EC20; 0% = ACh EC20, 100% = maximal ACh; activation, % at 3 µM; in the data active = activation above about 19%, passing the limit was not always enough
TAAR1 antag: human TAAR1 antagonists, primary screen, Fluo-8 calcium fluorescence, CHO RD-HGA16 cells; actives 1.5% (n = 360,000); inhibition, % at 3 µM; antagonist; AID 624466, 2012; Trace amine-associated receptor 1 (Homo sapiens), Q96RJ0;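 active = inhibition above a per-plate cutoff, the mean inhibition of test compounds on that plate plus 3 SD, cut at about 49% in these data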;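 note: 0% = DMSO plus EC80 beta-PEA response and 100% = DMSO alone without agonist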
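Test system: hTAAR1-expressing CHO RD-HGA16 cells, Gα16-coupled; Probe or stimulus: EC80 β-phenethylamine stimulus; Compound dosing: single nominal final test compound concentration of 3 µM; Timing: 140 s kinetic read after compound, 140 s after agonist; Signal: Fluo-8 calcium-sensitive fluorescence; Measure: % inhibition of agonist calcium response; Controls: DMSO and EC80 PEA controls.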
TAAR1 ag: human TAAR1 agonists, primary screen, Fluo-8 calcium fluorescence, CHO RD-HGA16 cells. Trace amine-associated receptor 1 (Homo sapiens), Q96RJ0. vehicle wells 0%, saturating PEA agonist 100%. activation, % at 3 µM. actives 0.99% (n = 360,000);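 active = activation above the mean activation of all test compounds in the run plus 3 SD, cut at about 38% in these data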
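System: CHO-derived RD-HGA16 cells with stable Gα16 and human TAAR1 / Times: 17-24 h plating, Fluo-8 75 min 37 °C, 30 min RT / Technique: calcium-sensitive Fluo-8 signal, excitation 470-495, emission 515-575 nm / Measure: % activation relative to PEA EC100 response / Benchmarks: DMSO and PEA EC100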
OXTR ag: human OXTR agonists, primary screen, fluorescence, CHO-OTR cells, Fluo-8 calcium; Oxytocin receptor (Homo sapiens), P30559; Fluo-8 calcium fluorescence; normalized: DMSO 0%, oxytocin 100%; activation, % at 3 µM; actives 0.32% (n = 320,000);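 active = activation above the mean of all tested compounds plus 3 SD, cutoff set per screening run, cut at about 20% in these data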;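 note: peak over basal fluorescence ratio from a 100 s FLIPR kinetic read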
CHO parental Ca: ATP-evoked calcium signal inhibitors, parental CHO, primary screen, counter-screen for OX1R antagonist project, cell-based, fluorescence, Fluo-8 calcium dye | parental CHO-K1, ATP-induced calcium, Fluo-8 fluorescence | actives 0.63% (n = 330,000) | inhibition, % at 5.6 µM;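 active = inhibition above that plate's mean sample inhibition plus 3 SD, cut at about 26% in these data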;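 note: 0% = ATP-challenged DMSO wells and 100% = DMSO wells without ATP; some compounds past the cut are filed as inactive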
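Assay system: untransfected parental CHO cell line. Also added: ATP agonist challenge. Dosing: one dose, 5.6 µM nominal. Measured by: Fluo-8 fluorescence. Read-out: % inhibition. Benchmarks: ATP wells versus no-ATP DMSO wells. Repeats: no replicates.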
M1 antag: human M1 muscarinic receptor antagonists, primary screen, CHO-K1 cells, Fluo-8 calcium fluorescence, 1536-well; inhibition, % at 3 µM; AID 588852, 2011; actives 1.3% (n = 360,000); CHO-K1 hM1, ACh EC80 antagonist;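 active = percent inhibition above its own plate's cutoff, namely the mean of that plate's compound wells plus 3 SD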;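 note: peak over basal fluorescence ratio during 140 s after agonist addition; 0% = ACh EC80 plus DMSO and 100% = DMSO alone without agonist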
V1aR counter: agonists of human V1a receptor, primary screen, counter-screen for OXTR agonist project, fluorescence, CHO-V1R cells. Vasopressin V1a receptor (Homo sapiens), P37288. Fluo-8 calcium fluorescence, agonist mode; 0% DMSO, 100% 3 nM vasopressin. activation, % at 3 µM. actives 0.25% (n = 320,000). AID 2797, 2010;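 active = activation above the mean activation of all tested compounds plus 3 SD, per screening run, cut at about 20% in these data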;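 note: signal is peak over basal fluorescence ratio across a 100 second FLIPR read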
Numbers without * were called inactive; . = not tested or not shown.

SMILES	OXTR potentiate	CHRM1 agonist	CHRM1 PAM	TAAR1 antag	TAAR1 ag	OXTR ag	CHO parental Ca	M1 antag	V1aR counter
CC(Oc1cccc(Cl)c1)C(=O)Nc1ccccc1C(=O)N1CCCCC1 (configuration not stated)	-7	-3	9	-8	0	-2.2	-18	-2	-1.9
O=S1(=O)CCOC[C@H](CC2CCCCC2)N1Cc1ccccc1Br	-5	-9	2	16	9	-1.1	-35	-4	0.8
COC(=O)/C(C#N)=C/c1c(N2CCCCCC2)nc2c(C)cccn2c1=O	.	-6	8	-10	2	.	.	-8	.
CCC(=O)N1CCc2cc(S(=O)(=O)CCC(=O)N3CCN(c4ccccc4F)CC3)ccc21	-11	-2	1	-20	2	0.0	-16	3	-0.7
CCC1CN(C(=O)N2CCC(C(=O)NCc3ccccc3OC)CC2)c2ccccc2O1 (configuration not stated)	-10	3	-2	36	14	5.8	-24	-5	6.7
Cc1c(C(=O)N(C)c2cccc(Cl)c2)cnn1-c1ccccc1	-23	-6	10	-14	9	-0.8	0	-17	-1.5
O=C(CCNS(=O)(=O)c1cccs1)N1CCc2ccccc2C1	-4	-2	9	-19	14	2.2	-14	-11	1.7
COc1ccc(-c2oc(=O)c3cc(OC)c(OC)cc3c2-c2ccc3c(c2)OCO3)cc1	-6	-7	-2	35	8	0.0	-12	0	0.1
CC1CCCCN1S(=O)(=O)c1ccc2c(c1)oc(=O)n2CC(=O)O (configuration not stated)	-15	-5	-3	-1	10	-0.7	-7	4	-0.1
C=CCN(CC=C)CC(O)Cn1c2ccccc2c2ccccc21 (configuration not stated)	-4	-9	2	-31	-1	1.7	-18	-11	0.2
COC(=O)/C=C/c1c(C)nc(NCc2ccccc2)nc1Cl	-13	-11	-17	-6	1	-0.7	-18	20	1.6
Cc1ccc(NC(=O)CCn2nc([N+](=O)[O-])cc2C)nc1	0	-6	-3	-7	0	1.5	3	6	0.2
CC(C)(C)c1ccc(OCCNC(=O)Cc2ccc(F)cc2)cc1	-6	0	-9	3	3	-0.2	-23	16	8.7
O=C(Nc1ccc(F)cc1F)C1CCN(C(=O)c2ccc(Br)cc2)CC1	-3	-4	2	10	-1	-0.1	-10	2	0.9
CSc1cnnc2ccccc12	.	0	12	3	6	.	.	-10	.
O=Nc1c(O)[nH]c2ccc(F)cc12	-6	-4	9	0	12	0.8	3	-4	1.0
O=C(Nc1nccs1)c1cccc(N2C(=O)c3cccc4c([N+](=O)[O-])ccc(c34)C2=O)c1	-26	-2	3	8	0	1.1	2	-1	1.2
COCCNC(=O)CN(C(=O)Cn1nnc2ccccc21)c1cccc(C)c1C	-7	-3	5	2	0	-0.4	-18	-1	0.2
O=C(c1ccc(Oc2ccc(C(F)(F)F)cc2[N+](=O)[O-])cc1)N1CCOCC1	-3	-4	2	-16	12	1.3	-14	-8	2.9
COc1ccccc1/C=C/C(=O)OCC(=O)NC1CCCCCC1	0	-7	3	-7	0	-2.4	-29	-8	-0.8
Cc1noc(/C=C/c2cccs2)c1S(=O)(=O)N1CCC(C(=O)NCCCN2CCC(C)CC2)CC1	-5	-6	-4	12	-1	2.0	7	11	-0.4
C[N+]12CCCCC1[C@@H](CO)CCC2 (some centres not stated)	-12	-3	5	-11	3	-0.4	14	-10	0.9
CCCOC(=O)C1[C@H]2C(=O)N(CC3CCCO3)C[C@]23C=C[C@H]1O3 (some centres not stated)	-11	-2	5	-4	0	0.5	-14	-11	4.7
O=C(COc1ccccc1)OCc1cc2ccccc2[nH]c1=O	-9	-1	10	10	14	-1.6	-7	-13	-0.2
CCCc1ccc(-c2cc(C(=O)NCCc3ccc(S(N)(=O)=O)cc3)c3ccccc3n2)cc1	-2	-3	-3	37	9	0.4	-22	18	1.2
CCS(=O)(=O)N1CCN=C1SCc1ccc(F)cc1	-2	-4	4	-8	0	0.1	9	-7	0.1
O=S(=O)(NCCOc1ccc(F)cc1)c1ccc2c(c1)OCCO2	-10	-1	4	-8	0	3.0	-4	-7	3.9
O=C(C1CCN(S(=O)(=O)c2cccs2)CC1)N1CCN(c2ccccc2O)CC1	-6	-2	0	22	8	1.6	-11	11	0.4
CC(=O)N1c2ccccc2C(C)(c2ccccc2)CC1(C)C (configuration not stated)	-4	-5	0	.	.	-2.0	-2	-14	-1.7
COc1ccc(-c2[nH]n(-c3ccc([N+](=O)[O-])cc3)c(=O)c2C=NCCN2CCNCC2)cc1	-1	.	.	.	.	-0.2	5	.	0.0
O=C(NCc1ccc(/C=c2\sc3n(c2=O)CCN=3)o1)C(=O)Nc1ccccc1	-26	.	.	.	.	2.3	6	.	2.9
CCOC(=O)CCCN1CC(O)=C(c2nc3ccccc3s2)C1=N	-11	-5	5	-6	4	-0.2	-21	0	-0.4
CC(=O)c1ccc(Cc2ncc(C(F)(F)F)cc2Cl)s1	-9	-4	3	12	7	-2.2	-29	-7	-1.2
CC(=O)Nc1ccc(S(=O)(=O)NCC2CCC(C(=O)NCCC(C)C)CC2)cc1 (configuration not stated)	-5	-3	-6	-7	5	0.7	-6	20	0.4
CC(=O)Nc1ccc(S(=O)(=O)Nc2nc3cc4c(cc3nc2Cl)OCCO4)cc1	-1	0	8	1	0	1.3	-19	-23	1.7
Cc1ccc2c(Cl)c(C)c(N3CCOCC3)nc2n1	.	-4	3	0	0	.	.	-7	.
O=c1[nH]c2ccccc2c(O)c1SCCO	1	0	16	-7	3	-0.1	-4	-10	0.1
O=S(=O)(CCSc1ccc(C(F)(F)F)cn1)c1ccccc1	2	-3	-3	-16	0	-2.6	-8	12	-1.7
CC1=NNC(=O)C1CC(=O)N/N=C/c1ccc(C)o1 (configuration not stated)	-3	-2	7	-3	8	0.6	-15	-1	-0.8
CCn1c(-c2ccccc2Cl)nn(CC(=O)Nc2cc(Cl)ccc2Cl)c1=S	-12	-3	7	4	23	0.8	-6	-8	5.4
CC(=O)N1CCc2cc(S(=O)(=O)C(C)CC(=O)Nc3ccc(OC(F)(F)F)cc3)ccc21 (configuration not stated)	-12	2	-11	-29	5	9.5	7	20	10
CC(C)(C)NC(=O)CSc1nnc(-c2ccccn2)n1Cc1ccccc1	-3	-1	16	-17	0	-0.7	-16	-25	-1.2
NC(=S)Nc1nccc(-c2cccs2)n1	-16	-3	5	1	-1	-1.2	-6	-2	-0.4
CC(=O)c1ccc(S(=O)(=O)Nc2cccc(-c3ccc(N4CCOCC4)nn3)c2)cc1	-9	9	16	-14	3	0.3	-14	2	0.1
Cn1c(SCc2ccc(Cl)cc2)nc(C(F)(F)F)cc1=O	-3	-9	5	17	14	-0.7	-20	9	-0.3
CC1CCCCC1NC(=O)CN(C)S(=O)(=O)c1ccc2c(c1)CCC(=O)N2 (configuration not stated)	-5	-1	6	-22	30	1.4	3	-10	2.1
COc1cccc(C2c3[nH]c4ccccc4c3C[C@H]3C(=O)N(CCCO)CC(=O)N23)c1OC (some centres not stated)	-13	-3	13	5	5	0.1	-12	-14	3.2
COc1ccc(-c2cc(C(=O)Nc3cc(OC)c(OC)c(OC)c3)[nH]n2)c(C)c1	.	3	16	-2	5	.	.	-4	.
O=C(Nc1nc2ccccc2[nH]1)C1CCCC1	-7	-1	13	-17	4	0.0	1	-2	-0.5
COc1cccc(OC)c1NC(=O)Cn1nc(C)c2ccccc2c1=O	-13	-2	8	-18	3	-0.6	1	-21	0.2

Taken from above:
`COc1cccc(C2c3[nH]c4ccccc4c3C[C@H]3C(=O)N(CCCO)CC(=O)N23)c1OC` (some centres not stated) in OXTR potentiate is entered as -13
`CC(=O)c1ccc(S(=O)(=O)Nc2cccc(-c3ccc(N4CCOCC4)nn3)c2)cc1` in V1aR counter is entered as 0.1
`CC(C)(C)NC(=O)CSc1nnc(-c2ccccn2)n1Cc1ccccc1` in TAAR1 ag is entered as 0

(continued)
SMILES	OXTR potentiate	CHRM1 agonist	CHRM1 PAM	TAAR1 antag	TAAR1 ag	OXTR ag	CHO parental Ca	M1 antag	V1aR counter
Cc1noc(COc2ccc(OCc3nc(C)no3)cc2)n1	-8	-1	1	-12	0	0.8	0	-14	0.9
COc1ccc(S(=O)(=O)Nc2cc3c(cc2C(C)=O)OCO3)cc1	-10	-5	-5	10	12	0.2	-8	13	0.9
C[C@H](CO)N1C[C@H](C)[C@@H](CN(C)S(=O)(=O)c2cn(C)cn2)Oc2ncc(Br)cc2C1=O	.	-5	-1	8	3	.	.	0	.
O=C(c1cc(-c2cccc(O)c2)on1)N1CCCC1	-4	1	11	-21	-1	0.7	-1	-15	0.8
CCCCN(CCCNc1ncnc2nc[nH]c12)c1ccccc1	-8	-3	-6	-10	-1	-0.8	12	9	3.0
CCN1C(=O)[C@@H]2[C@@H](c3ccc(-c4ccc(OC)cc4)c(OC)c3)N3CCCC[C@@]3(C(=O)OC)[C@@H]2C1=O	-10	-2	6	-4	-1	-1.2	-23	-5	1.7
O=C(N/N=C\c1coc2ccccc2c1=O)c1ccco1	-6	0	10	-19	1	-0.3	-5	-10	0.1
COc1ccc2nc(/N=C/c3c(C)[nH]n(-c4ccc(C)cc4C)c3=O)sc2c1	1	-5	3	-13	0	0.2	-3	-7	-0.8
CCN(CC(=O)NCc1ccc(F)cc1)C(=O)C1CCN(S(=O)(=O)c2ccc(C(C)C)cc2)CC1	.	1	4	7	8	.	.	3	.
CN1C(=O)NC(c2ccc(C(F)(F)F)cc2)C2=C1CC(C)(C)CC2=O (configuration not stated)	-11	0	1	-2	18	3.9	-6	-9	5.3
CCN(CC)C(=O)CSc1nnc(-c2ccco2)o1	-7	1	1	5	6	2.9	-10	-3	1.1

Assay outcomes: PubChem, The Scripps Research Institute Molecular Screening Center
